# L3MBTL1 block: inhibitors of human L3MBTL1 | AlphaScreen L3MBTL1–H3K9me1 peptide binding | 230,000 compounds, 0.66% hits | Potency, µM (series often up to 57.1 µM), without a hit: top-dose activity, negative = inhibition, most hits filed as inhibitors; also: % is scaled to controls: 0 for no effect and ±100 for the full control effect; nearly all actives have a fitted effect of over 60% in size
#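 AlphaScreen proximity signal between nickel-chelate acceptor and streptavidin donor beads (final 10 ug/mL) reports binding of 50 nM L3MBTL1 to 75 nM biotin-H3 K9me1 peptide; complex incubated with compounds 30 min at room temperature; cefsulodin titration as control.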
# TexasRed fluor: Texas Red fluorescence interference in TRb-SRC2 counter-screen. Potency, µM (doses to about 106 µM), for the others: at the top dose fluorescence change, negative = quenching. TRb/SRC2 Texas Red total fluorescence interference. 280,000 compounds, 0.29% hits; active = well fitted curve in either direction with a large enough effect; inconclusive = small, poorly fitted or top-dose-only effect; also: % is scaled to controls: 0 for no effect and ±100 for the full control effect
#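 Human TRβ ligand-binding domain (0.6 uM) and Texas Red SRC2 peptide (20 nM) in Tris buffer with 1 uM T3 and 5% DMSO were incubated with pinned compound for 5 hr at ambient temperature. Total fluorescence was computed as S + 2P (555/632 nm).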
# RECQ1 helicase: inhibitors of human RECQ1 DNA helicase; P46063; RECQ1 DNA unwinding, red fluorescence kinetic read; Potency, µM (doses to about 57.3 µM), for inactives: at the top dose activity, negative = inhibition, usual class: inhibitors; 240,000 compounds, 0.54% hits; AID 2549;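 also: plate controls were vehicle for no effect and no enzyme for full effect; nearly all actives have a fitted effect of over 30% in size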
# Target sequence (P46063 whole entry, looked up): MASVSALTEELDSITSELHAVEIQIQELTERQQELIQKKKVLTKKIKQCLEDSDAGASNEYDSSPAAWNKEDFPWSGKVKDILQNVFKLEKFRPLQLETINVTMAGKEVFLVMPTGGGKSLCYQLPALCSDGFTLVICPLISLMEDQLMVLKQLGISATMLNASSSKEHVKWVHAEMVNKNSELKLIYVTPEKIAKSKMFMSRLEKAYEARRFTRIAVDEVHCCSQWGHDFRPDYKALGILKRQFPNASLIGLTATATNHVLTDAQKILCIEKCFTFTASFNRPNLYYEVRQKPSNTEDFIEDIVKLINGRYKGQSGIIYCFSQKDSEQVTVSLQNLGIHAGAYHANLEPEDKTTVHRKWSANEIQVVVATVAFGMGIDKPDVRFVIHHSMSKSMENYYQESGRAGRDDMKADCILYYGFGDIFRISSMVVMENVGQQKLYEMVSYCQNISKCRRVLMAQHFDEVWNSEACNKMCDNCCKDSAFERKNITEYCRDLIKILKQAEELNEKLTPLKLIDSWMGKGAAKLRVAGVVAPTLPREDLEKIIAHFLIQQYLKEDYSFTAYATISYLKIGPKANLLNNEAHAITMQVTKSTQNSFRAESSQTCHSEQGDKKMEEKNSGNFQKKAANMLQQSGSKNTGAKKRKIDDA
#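 RECQ1T1 50 nM; forked duplex (20 bp + 30-nt ss tails) 200 nM, ATP 2 mM final; pH 8.0, 2 mM MgCl2, 2.5 ug/ml poly(dI-dC); 15 min compound preincubation; discontinuous kinetic read over 2 h at RT.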
# Tau FP inhib: inhibitors of human tau fibril formation; P10636; K18 P301L tau heparin fibrillization, Alexa594 FP, 6 h; Potency, µM (top dose mostly 57.7 µM), for the others: top-dose activity, negative = inhibition, actives largely listed as inhibitors; 280,000 compounds, 0.39% hits; AID 1468; also: % is scaled to controls: 0 for no effect and ±100 for the full control effect; nearly all actives have a fitted effect of over 55% in size
# Target sequence (P10636 561-689 P618L limits assumed): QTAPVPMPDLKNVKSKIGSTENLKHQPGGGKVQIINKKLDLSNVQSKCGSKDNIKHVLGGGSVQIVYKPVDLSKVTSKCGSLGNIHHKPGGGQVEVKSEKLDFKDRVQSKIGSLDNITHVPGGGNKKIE
#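 K18 P301L tau (15 uM unlabeled/0.24 uM Alexa 594-labeled, final) + compound + heparin 20 uM final; 100 mM NaOAc pH 7; 6 hr 37 C; ThT 30 uM final added, 1 hr RT; FP ex 555/em 632 nm.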
# Tau ThT inhib: tau fibrillization inhibition (ThT binding); P10636; recombinant tau K18 P301L, heparin-induced fibrillization, ThT fluorescence; Potency, µM (titrated, usually from 57.4 µM), without a hit: top-dose activity, negative = inhibition, most hits filed as inhibitors; 270,000 compounds, 2.1% hits; AID 1460; also: % is scaled to controls: 0 for no effect and ±100 for the full control effect; nearly all actives have a fitted effect of over 55% in size
#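 In this qHTS, human K18 P301L tau is incubated with compound and heparin for 6 hr at 37 C, and Thioflavin T fluorescence then reports fibril load.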
# Tau fluor counter: counter-screen for tau fibril formation inhibitors; Potency, µM (top dose mostly 57.7 µM), inactives show at the highest dose activity change, negative = decrease; tau K18 P301L (four-repeat tau fragment) Alexa594 fluorescence, heparin fibrillization; 280,000 compounds, 0.93% hits; also: % is scaled to controls: 0 for no effect and ±100 for the full control effect; nearly all actives have a fitted effect of over 55% in size
#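 Human K18 P301L tau (15 uM unlabeled plus 0.24 uM Alexa 594-labeled, final) in 100 mM sodium acetate pH 7 was mixed with compound and 20 uM heparin and incubated 6 hr at 37 C.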
# HTT ATP protect: protects HTT-Q103 PC12 cells, measured by ATP | AID 1471 | Potency, µM (highest dose often 56.4 µM), inactives show cytoprotection (ATP increase), usual class: activators | PC12 HTT-Q103 induced, cytoprotection, ATP luminescence, 40 h | 230,000 compounds, 0.14% hits;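 also: % of control where 0% means no effect; nearly all actives have a fitted effect of over 45% in size; toxic huntingtin expression switched on by the ecdysone agonist tebufenozide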
#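 Rat PC12, Q103 Htt exon1-GFP fusion, ecdysone promoter; tebufenozide inducer 100 nM final; compound titration; qHTS, 1500 cells/well; ATPlite luminescent read.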
# TRb-SRC2 inh: TRbeta-SRC2 interaction inhibition; P10828; TRbeta-SRC2 peptide binding, fluorescence polarization; receptor liganded with 1 µM T3; Potency, µM (top dose mostly 106 µM), for the others: at the top dose activity change, negative = inhibition, hits mostly inhibitors; 280,000 compounds, 0.065% hits; AID 1469;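 also: plate controls were bound peptide for no effect and peptide without receptor for full effect; nearly all actives have a fitted effect of over 50% in size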
#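 A fluorescence polarization screen tested compounds at multiple concentrations against complex formation between 0.6 uM TRb ligand-binding domain and 20 nM Texas Red SRC2 peptide, with 1 uM T3 present; readout after 5 hr.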
# Active calls of the source: *; i = inactive; u = inconclusive; x = not tested or not shown; & = joins results of further samples; [ ] = remark or other dose. Unless noted, calls follow the shape of the dose curve; as a rule, active = well fitted curve in the direction sought with a large enough effect; inconclusive = small, poorly fitted or top-dose-only effect, or another doubt; inactive = no such curve, though single readings can be large; an effect the other way counts as inactive or inconclusive. Potency is read from the fitted curve at half-maximal effect.
[1] CC(=O)N1[C@H](Cc2ccccc2)C=C[C@]1(C)C(=O)NCc1ccccn1
[2] O=C(NN=C1CCCCC1)c1cc(-c2ccccc2)n[nH]1
[3] S=C(NCc1ccncc1)NC1CCCC1
[4] CC1CN(C(=O)COC(=O)c2ccc(N(C)C)cc2)CC(C)O1 (configuration not stated)
[5] O=C(Cc1ccccc1)Oc1coc(CSc2ncccn2)cc1=O
[6] Cn1c(=O)[nH]c(=O)c2c1nc(NCc1ccco1)n2Cc1ccccc1Cl
[7] Cc1ccccc1CSCCNC(=O)COc1ccc(Cl)cc1
[8] CC1(C)NC(=O)N(CC(=O)OCc2cc(=O)n3cc(Br)ccc3n2)C1=O
[9] Cc1ccc(C)c(-n2cc(CN3CCNC(=O)CC3)c(-c3ccccc3)n2)c1
[10] Cc1cc(C(=O)O)ccc1-n1c(C)cc(/C=C(/C#N)C(=O)Nc2ccccc2)c1C

Compound | 1 | 2 | 3 | 4 | 5 | 6 | 7 | 8 | 9 | 10
L3MBTL1 block | -9% | 5% | 8% | 5% | x | 1% | 16% | -10% | -6% | u
TexasRed fluor | 1%&-3% | -6% | -2% | -2% | -1% | -1% | -2% | -5% | -1% | 2%
RECQ1 helicase | -12%&-8% | -2% | i | i | i | -5% | -3% | 14% | 13% | u
Tau FP inhib | -2%&-7% | -3% | 0% | 4% | 8% | -2% | 6% | 5% | 2% | 3%
Tau ThT inhib | -12%&-4% | u | 0% | 5% | -15% | -4% | -11% | 4% | -6% | -6%
Tau fluor counter | -13%&-6% | 4% | -3% | 16% | -5% | 0% | -17% | 3% | 1% | 4%
HTT ATP protect | -1% | x | x | 6%[10 µM] | -19% | -21%[10 µM] | 12%[10 µM] | -10% | 4%[10 µM] | -17%[10 µM]
TRb-SRC2 inh | -1%&4% | 9% | -2% | 2% | -3% | 1% | 6% | -9% | 4% | -2%

[11] Cc1oc(-c2cccs2)nc1CN1CCN(Cc2ccc(F)c(F)c2)C(CCO)C1 (configuration not stated)
[12] CCOC(=O)C1CCN(C(=O)Nc2cccc(OC)c2)CC1
[13] Cc1ccc(C)c(NS(=O)(=O)c2ccc3c(c2)Cc2cc(S(=O)(=O)Nc4cc(C)ccc4C)ccc2-3)c1
[14] O=C(NCCc1ccc(Cl)cc1)c1ccc2c(c1)N(Cc1cccc(Cl)c1)C(=O)c1ccccc1S2(=O)=O
[15] COc1ccc(NS(=O)(=O)c2cc(NC(=O)[C@@H](NC(=O)c3ccccc3)C(C)C)ccc2C)cc1
[16] CCOC(=O)c1sc(N=NC2=C(O)CCCC2=O)c(C(=O)OCC)c1C
[17] CC(=O)Nc1ccc(N/C=C(\C=O)c2nc3ccccc3o2)cc1
[18] C/C(=N\NC(=S)NCc1ccccc1)c1ccc2ccccc2c1OC(F)F
[19] O=C(C1CCN(Cc2nc(-c3ccc(Cl)cc3)no2)CC1)N1CCOCC1
[20] O=C(NCC(c1cccs1)N1CCOCC1)c1ccccc1NS(=O)(=O)c1cc([N+](=O)[O-])ccc1Cl (configuration not stated)

Compound | 11 | 12 | 13 | 14 | 15 | 16 | 17 | 18 | 19 | 20
L3MBTL1 block | -10% | 3% | 6% | x | -1% | 3.5µM* | 1% | -13% | -4% | 8%
TexasRed fluor | -4% | -4% | -2% | 1% | 0% | -14% | -1% | -3% | -1% | -5%
RECQ1 helicase | -6% | 8% | -11% | x | -3% | -20% | -2% | -5% | 6% | 2%
Tau FP inhib | 3% | 5% | u | u | -9% | 3% | -3% | 3% | 1% | 13%
Tau ThT inhib | -14% | -1% | 4% | 2% | -1% | u | -24% | 9% | -12% | u
Tau fluor counter | -1% | -2% | -10% | -13% | -24% | -26% | -18% | 3% | -18% | -17%
HTT ATP protect | -52%[inhibitor] | 6%[10 µM] | -37%[10 µM] | x | 14%[0.074 µM] | -32%[inhibitor] | 3%[10 µM] | x | -3%[10 µM] | 0%[10 µM]
TRb-SRC2 inh | -10% | 2% | 0% | -12% | 2% | 1% | -3% | 2% | -3% | -5%

[21] CCCN(CCC)c1cc(C)nc2nc(-c3ccc(Cl)cc3)nn12
[22] Cc1ccc(NC(=O)/C=C/c2ccc3c(c2)OCO3)cc1S(=O)(=O)N1CCOCC1
[23] O=C1Nc2ccccc2OC1CC(=O)N1CCCC1 (configuration not stated)
[24] COc1ccccc1CNC(=O)CSc1ccc(C)cc1
[25] O=S(=O)(c1cc(C(F)(F)F)ccc1Cl)N1CCCCCC1
[26] CCOC(=O)c1ccc(NC(=S)N(CCCN2CCCC2)Cc2cccs2)cc1
[27] Cc1cccc(CSC2=NN3CCCC(=O)N=C3S2)c1
[28] CC(=O)NC1(C(F)(F)F)C(=O)Nc2c1c(=O)[nH]c(=O)n2CC(C)C (configuration not stated)
[29] COc1cccc(OCC(O)CN2CCN(c3ccc(Cl)cc3)CC2)c1 (configuration not stated)
[30] CN(CC(=O)Nc1ccc(Cl)cc1)CC(=O)Nc1ccc(F)c(F)c1F

Compound | 21 | 22 | 23 | 24 | 25 | 26 | 27 | 28 | 29 | 30
L3MBTL1 block | x | -15% | -13% | 7% | 50%[activator] | u | -3% | 8% | x | 9%
TexasRed fluor | 0% | -2% | -4% | 3% | 0% | -1% | -2% | -4% | -2% | 0%
RECQ1 helicase | x | -5% | 1% | 6% | -7% | i | 0% | i | 7% | 5%
Tau FP inhib | -1% | u | -5% | 9% | 5% | -3% | -8% | 2% | 4% | -3%
Tau ThT inhib | 1% | 7% | -2% | 6% | 8% | -7% | -18% | 0% | u | 5%
Tau fluor counter | 4% | u | 3% | -6% | 1% | -4% | -16% | 3% | -25% | 3%
HTT ATP protect | x | -15%[10 µM] | -7% | x | 4% | -30% | x | 15%[10 µM] | 33%[10 µM] | -10%[10 µM]
TRb-SRC2 inh | -4% | 1% | -9% | 12% | 3% | 7% | 7% | -5% | 7% | 12%

# Nothing new here: entries from further up.
[21] CCCN(CCC)c1cc(C)nc2nc(-c3ccc(Cl)cc3)nn12
[22] Cc1ccc(NC(=O)/C=C/c2ccc3c(c2)OCO3)cc1S(=O)(=O)N1CCOCC1
[23] O=C1Nc2ccccc2OC1CC(=O)N1CCCC1 (configuration not stated)

Compound | 21 | 22 | 23
L3MBTL1 block | x | -15% | -13%
TexasRed fluor | 0% | -2% | -4%
RECQ1 helicase | x | -5% | 1%
Tau FP inhib | -1% | u | -5%
Tau ThT inhib | 1% | 7% | -2%
Tau fluor counter | 4% | u | 3%
HTT ATP protect | x | -15%[10 µM] | -7%
TRb-SRC2 inh | -4% | 1% | -9%

# Going on with the list:
[31] NC(=NCCc1c[nH]c2ccccc12)NC(=O)c1ccc(F)cc1
[32] Oc1ccc(Cl)cc1CNn1cnnc1
[33] CCCC1=NN(c2ccc([N+](=O)[O-])cc2)C(=O)/C1=C/N(C)C
[34] Cc1ccc(NC(=O)CCn2cccc2)cc1Cl
[35] N#Cc1ccc(C(=O)CSc2n[nH]c(=O)n2Cc2ccco2)cc1
[36] O=C(CCCn1c(SCc2cccc([N+](=O)[O-])c2)nc2ccccc2c1=O)NCC1CCCO1 (configuration not stated)
[37] O=S(=O)(c1cccc(C(F)(F)F)c1)N(CCCN1CCOCC1)Cc1cccs1
[38] Cc1cc(Cl)nc(Cl)c1C(=O)N1CCOCC1
[39] CCOC(=O)c1ccccc1NC(=O)CN(c1ccccc1C)S(C)(=O)=O
[40] Cc1cc(N2CCCCC2)nc2ccc(NC(=O)/C=C/c3ccccc3Cl)cc12

Compound | 31 | 32 | 33 | 34 | 35 | 36 | 37 | 38 | 39 | 40
L3MBTL1 block | -23% | -6% | -7% | -8% | x | x | -7%&-2% | 4% | x | x
TexasRed fluor | -1% | -4% | -3% | -2% | -2% | 0% | 1%&-2% | 1% | 1% | -2%
RECQ1 helicase | -10% | -5% | -10% | -11% | -10% | 6% | -8%&-15% | -6% | -9% | x
Tau FP inhib | 5% | 1% | 1% | 0% | -5% | 11% | 5%&2% | 0% | 4% | 10%
Tau ThT inhib | -9% | 9% | u | -10% | x | -2% | -10%&-1% | -7% | -8% | 4.5µM*
Tau fluor counter | u | 6% | -16% | -15% | -1% | -6% | -15%&-7% | -3% | -14% | 10µM*[quencher]
HTT ATP protect | 0%[10 µM] | 12%[10 µM] | -20%[10 µM] | 12% | 27%[10 µM] | -47%[inhibitor] | 9%[0.074 µM] | -25% | u | x
TRb-SRC2 inh | 5% | -4% | -7% | 2% | 5% | 6% | -7%&2% | 5% | 3% | 3%

[41] CC(CCc1ccccc1)NS(=O)(=O)c1ccccc1 (configuration not stated)
[42] CC(Nc1cccnc1)=C(C#N)C#N
[43] Cc1cc(=O)oc2cc(OCC(=O)Nc3nnc(C(C)C)s3)ccc12
[44] CN(Cc1ccc(Cl)s1)C(=O)CCl
[45] CCCNC(=O)/C(=C/c1cn(S(=O)(=O)N(C)C)c2ccccc12)NC(=O)c1ccc(OC)cc1
[46] c1ccc2c(N3CCOCC3)nc(N3CCOCC3)nc2c1
[47] C=C(C)CSc1nnc(-c2ccc(OC)cc2)n1N
[48] NNC(=O)Cn1nc2n(c1=O)-c1ccccc1SC2
[49] S=C(NCc1ccccn1)Nc1ccccc1Cl
[50] O=C1Nc2ccccc2N(O)N1c1cc(-c2cccc(Cl)c2)no1

Compound | 41 | 42 | 43 | 44 | 45 | 46 | 47 | 48 | 49 | 50
L3MBTL1 block | 5% | -23% | x | 0% | x | 4% | 8% | 5% | 0% | x
TexasRed fluor | 0% | -1% | -7% | 1% | -5% | 1% | 0% | -1% | -4% | -4%
RECQ1 helicase | -4% | -1% | i | i | 0% | 0% | i | -13% | 1% | i
Tau FP inhib | 2% | -3% | -5% | 2% | 1% | -4% | -8% | -6% | 1% | 4%
Tau ThT inhib | -3% | 2% | u | -8% | 7% | -6% | -6% | -11% | -2% | -4%
Tau fluor counter | -12% | 2% | -10% | 3% | -9% | -4% | -9% | -11% | 8% | -8%
HTT ATP protect | 5% | -15% | 4% | 3%[10 µM] | -42%[inhibitor] | -3%[1.9 µM] | -13% | -10%[10 µM] | -5%[10 µM] | -21%
TRb-SRC2 inh | -3% | 4% | -7% | 1% | 1% | -12% | -17% | 0% | 0% | -1%

# High-throughput results (PubChem BioAssay)

# A portion of the library; rates above refer to the full screens.
